Avidin bead fluor – compound fluoresces at 488/530 nm on avidin beads. compound fluorescence 488/530 nm, flow cytometry; stronger effect = higher value. fluorescence (KMESF) at 10 µM. 220,000 compounds, 0.38% hits; in the data active = fluorescence above about 47; also: inactives centre near 10
ABCG2 inh – blocks JC-1 efflux by human ABCG2 transporter; 190,000 compounds, 0.1% hits; inhibition, % at 6.6 µM; IgMXP3 cells, flow cytometry; Q9UNQ0; AID 1325;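 active = inhibition above 80%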;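 also: 0% = DMSO and 100% = nicardipine control wells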
Target sequence (Q9UNQ0 whole entry, looked up): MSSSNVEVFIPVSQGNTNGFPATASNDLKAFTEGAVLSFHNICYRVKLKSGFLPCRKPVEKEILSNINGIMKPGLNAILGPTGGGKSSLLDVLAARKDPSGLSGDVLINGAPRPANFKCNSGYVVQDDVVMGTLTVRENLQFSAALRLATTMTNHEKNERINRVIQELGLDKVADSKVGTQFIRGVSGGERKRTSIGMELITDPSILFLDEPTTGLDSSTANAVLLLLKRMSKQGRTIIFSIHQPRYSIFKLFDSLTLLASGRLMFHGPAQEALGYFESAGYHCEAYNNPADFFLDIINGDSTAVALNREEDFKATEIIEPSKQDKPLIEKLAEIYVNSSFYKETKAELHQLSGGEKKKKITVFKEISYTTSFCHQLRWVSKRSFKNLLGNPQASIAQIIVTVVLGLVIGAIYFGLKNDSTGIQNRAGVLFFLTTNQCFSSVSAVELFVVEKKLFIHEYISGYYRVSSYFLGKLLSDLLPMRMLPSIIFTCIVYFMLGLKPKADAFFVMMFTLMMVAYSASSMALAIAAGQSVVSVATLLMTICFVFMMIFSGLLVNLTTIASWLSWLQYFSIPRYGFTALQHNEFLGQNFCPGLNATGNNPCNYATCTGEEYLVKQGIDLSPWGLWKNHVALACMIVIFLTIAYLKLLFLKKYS
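Test system: IgMXP3 (ABCG2) plus far-red-tagged CCRF-Adr (ABCB1) cells. Reagent: JC-1 dye as substrate. Timing: 10 min exposure at 25 °C with rotation, no wash. Measured by: flow cytometric JC-1 green MFI at 530 nm. Read-out: percent efflux inhibition, scaled nicardipine 100% to DMSO 0%. Control set: nicardipine and DMSO wells.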
Rac1 mut GTP – human Rac1 activated mutant GTP binding change. GST-Rac1 activated beads, fluorescent GTP binding, flow cytometry; actives lie on both sides; 100% means binding = to untreated wells. percent activity (GTP binding), % at 10 µM. 190,000 compounds, 0.11% hits. AID 764;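 active = GTP binding at least 20 percentage points away from the 100% baseline, in either direction, so actives lie on both sides; inconclusive = Compound likely fluorescent itself, or too few beads counted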
Cdc42 wt – human Cdc42 wildtype GTP binding change, either direction; P60953; 190,000 compounds, 0.2% hits; AID 761; percent activity (GTP binding), % at 10 µM; GST-Cdc42 beads, Bodipy-GTP binding, flow cytometry; actives lie on both sides;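 active = percent activity GTP binding at least 20 points away from the 100% baseline, either down as inhibitor or up as activator; inconclusive = compound flagged as likely green fluorescent from well-wide comparison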;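 also: median bead fluorescence of bound Bodipy-FL-GTP at 100 nM; 0% = excess unlabeled GTP control and 100% = no compound control; below 100% means less GTP binding so inhibitor and above means activator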
Target sequence (P60953 whole entry, looked up): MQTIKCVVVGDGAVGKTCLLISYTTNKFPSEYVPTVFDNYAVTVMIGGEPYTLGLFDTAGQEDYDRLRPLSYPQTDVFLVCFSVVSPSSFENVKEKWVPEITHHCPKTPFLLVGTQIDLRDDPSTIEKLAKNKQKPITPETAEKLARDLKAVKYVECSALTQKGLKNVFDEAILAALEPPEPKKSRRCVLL
GSH fluor – GSH bead compound fluorescence profile. AID 1776. 190,000 compounds, 0.25% hits. fluorescence (KMESF) at 10 µM. GSH beads flow cytometry, compound fluorescence 488/530 nm; stronger effect = higher value; in the data active = fluorescence above about 89;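 also: glutathione beads carrying GST-tagged Bcl family fusion proteins plus one bare bead set; values are compound well signal with DMSO vehicle wells as background; inactives centre near 16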
Rab7 wt GTP bind – alters GTP binding to wildtype dog Rab7; AID 758; 190,000 compounds, 0.055% hits; GST-Rab7 beads, fluorescent GTP binding, flow cytometry; actives lie on both sides; untreated = 100%, excess cold GTP = 0%; GTP binding activity (percent of control), % at 10 µM;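 active = fluorescent GTP binding to Rab7 beads changed by at least 20 points from the 100% baseline, either direction, mostly lower; inconclusive = compound itself probably fluorescent, or too few beads counted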;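 also: median green fluorescence of bound Bodipy-FL-GTP per Rab7 bead population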
Pf gametocyte – P. falciparum stage V gametocyte viability inhibition; AID 743093; P. falciparum stage V gametocytes, ATP luminescence, 24 h; 150,000 compounds, 0.065% hits; inhibition, % at 10.9 µM;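 active = inhibition above the mean plus 3 SD of compounds within the control limits, set per campaign, cut at about 38% in these data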;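 also: 0% = DMSO wells and 100% = medium only without gametocytes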
ABCB1 block – human ABCB1 inhibition, ABCG2 as counter-screen. CCRF-Adr cells, JC-1 efflux, flow cytometry. P08183. inhibition, % at 6.6 µM. 190,000 compounds, 0.067% hits; in the data active = inhibition above about 40%;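 also: 0% = vehicle and 100% = reference inhibitor; higher value means more JC-1 retained so stronger ABCB1 efflux block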
HRas wt GTP bind – changes GTP binding to wildtype human HRas; P01112; GST-Ras wt beads, Bodipy-FL-GTP binding, flow cytometry; actives lie on both sides; GTP binding activity, % at 10 µM; 190,000 compounds, 0.14% hits;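 active = GTP binding activity at least 20% away from the 100% baseline, either lowered as inhibitor or raised as activator; inconclusive = flagged as likely green fluorescent, judged across all proteins in the well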;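 also: 0% = unlabeled GTP competition control and 100% = no-compound control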
Target sequence (P01112 whole entry, looked up): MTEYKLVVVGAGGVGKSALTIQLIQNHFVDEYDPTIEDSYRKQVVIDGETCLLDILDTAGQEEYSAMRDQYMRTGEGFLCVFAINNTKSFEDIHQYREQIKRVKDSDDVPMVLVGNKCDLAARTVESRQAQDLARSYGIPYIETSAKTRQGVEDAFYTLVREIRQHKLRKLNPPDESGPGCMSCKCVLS
Rab2A wt mod – changes GTP binding to wildtype dog Rab2A, up or down; P61105; GST-Rab2 wt beads, Bodipy-GTP binding, flow cytometry; GTP binding activity, % at 10 µM; 190,000 compounds, 0.19% hits; AID 760;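 active = GTP binding activity at least 20 points away from 100%, either lowered or raised; inconclusive = signal likely due to the compound's own green fluorescence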;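 also: 0% = beads with excess unlabeled GTP and 100% = no-compound control corrected for plate trend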
Rac1 wt modul – human Rac1 wildtype GTP binding, inhibitors and activators | 190,000 compounds, 0.27% hits | AID 757 | GST-Rac1 beads, fluorescent GTP binding, flow cytometry; actives lie on both sides; 0 = cold GTP competed, 100 = untreated | GTP binding activity (% of control), % at 10 µM;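 active = GTP binding activity at least 20 points away from the 100% control level, either lower or higher; inconclusive = compound flagged as likely green fluorescent, judged across all proteins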
An asterisk follows results filed as active; ? = inconclusive; . = not tested or not shown. No enrichment for hits; about 1.1% have a hit in one of these screens.

Screens in order: Avidin bead fluor	ABCB1 block	Rac1 mut GTP	Pf gametocyte	Rab7 wt GTP bind	Rab2A wt mod	ABCG2 inh	Rac1 wt modul	Cdc42 wt	HRas wt GTP bind	GSH fluor
O=C(NCc1cccnc1)Nc1ccccc1F
  5	0.8	99	.	102	100	4	108	103	102	14
COc1cc(C(=O)COC(=O)Cc2cnc3sccn23)cc(OC)c1OC
  16	0.5	94	-6	97	97	4	94	94	96	44
O=S1(=O)C=C(Oc2ccc(F)cc2)c2ccccc21
  7	0.1	92	4	97	93	0	90	93	92	56
O=c1c2ccccc2nc(-c2ccoc2)n1CCc1ccccc1
  8	1.1	94	10	96	94	7	96	96	93	39
COc1ccc(/C(C)=N/NC(=O)c2cc(-c3cccnc3)nc3ccccc23)cc1
  10	1.1	99	-6	103	99	11	101	96	100	9
Cc1ccccc1NC(=O)NCCCN1CCCC1
  12	0.5	97	-3	99	100	1	98	98	100	7
CCN(CC)C(=O)CSc1nc(-c2ccccc2)ccc1C#N
  8	0.3	96	.	100	96	12	96	100	94	20
COc1ccccc1NS(=O)(=O)c1cc(NC(=O)c2cc3ccccc3oc2=O)ccc1C
  11	0.3	100	-14	100	101	0	106	102	101	16
CCOC(=O)c1cc2c(=O)[nH]c(C(Cl)(Cl)Cl)nc2o1
  5	-1.9	94	-3	102	100	-6	100	96	100	19
COc1ccc([N+](=O)[O-])cc1CSc1ccccn1
  8	-0.1	94	2	107	103	2	93	100	98	21
CCOC(=O)c1nc(N)sc1C(=O)OCC
  8	0.1	99	9	98	98	1	102	101	99	4
S=C(c1nc2ccccc2[nH]1)N1CCOCC1
  7	-0.1	101	.	101	102	-1	106	105	102	16
C=CCN1CC2CC3(COc4cc(C)cc(C)c4)C=CC2(O3)C1=O (stereo not drawn)
  30	0.7	97	.	98	99	2	102	98	98	22
COc1cc(Cl)cc(/C=C/c2ccc3ccccc3n2)c1OC(C)=O
  6	-2.6	96	-5	101	98	8	103	97	98	9
Cc1cc(C)c2c(CC(=O)NCCc3ccccc3)coc2c1
  9	0.4	94	16	106	102	14	100	99	101	20
CS(=O)(=O)N1CCc2cc(-c3csc(NC(=O)Cc4ccccc4)n3)ccc21
  22	0.4	96	.	102	97	10	100	96	95	12
CCSc1nnc(NC(=O)c2ccco2)s1
  12	-0.1	90	8	95	95	2	91	93	96	24
Cc1nnsc1Sc1ccccn1
  12	0.9	98	-28	97	98	3	103	98	97	14
CSc1nc(O)cc(=O)n1-c1ccc(F)cc1
  7	-0.1	90	9	103	100	0	93	97	96	13
O=C(Nc1cccc(C(F)(F)F)c1)N(Cc1ccc(Cl)cc1)CC(O)C(F)(F)F (stereo not drawn)
  6	0.0	98	10	96	98	0	98	99	98	24
Nc1ccc(-c2nc3ccc(N)cc3[nH]2)cc1
  3	-2.1	?	6	?	?	-6	?	?	?	8
CSc1nc2c(c(=O)[nH]c(=O)n2C)n1C/C=C(\C)Cl
  7	-0.9	98	12	100	100	8	105	105	103	43
COc1ccc(-c2csc(Nc3ccc(O)cc3)n2)cc1
  9	0.2	93	-12	91	94	2	94	94	93	25
Cc1cc(=O)oc(C)c1C(=O)NCCNC(=O)c1c(C)cc(=O)oc1C
  5	0.5	100	.	102	105	1	110	107	105	36
O=C(Nc1cccc(-c2nc3ncccc3o2)c1)c1sc2ccccc2c1Cl
  8	-0.2	?	-6	?	?	0	?	?	?	65
Brc1cccc(OCCSc2ncccn2)c1
  10	0.9	98	-19	105	96	6	96	101	97	16
CC1=C(C(=O)Nc2ccccn2)C(c2ccccc2)n2ncnc2N1 (stereo not drawn)
  10	0.5	93	.	97	98	3	99	98	101	39
CC1(C)Cc2c(c(N3CCOCC3)nc3sc4c(NCc5ccccc5)nnnc4c23)CS1
  6	0.3	99	9	100	99	1	103	100	101	14
COC(=O)CSc1ncnc2c1cnn2-c1ccc(C)cc1C
  6	0.9	94	0	99	97	2	102	97	98	12
COCCn1c(SCC(=O)N2CCCc3ccccc32)nc2ccccc2c1=O
  8	1.8	102	-31	101	101	7	106	104	104	5
Fc1ccc(-c2nnc(NC3=NCCCCC3)o2)cc1
  9	0.4	99	-12	103	102	5	110	103	104	11
Cc1ccc(NCC(=O)Nc2cccc(S(=O)(=O)N(C)C)c2)c(Cl)c1
  12	2.8	99	-16	99	100	36	105	102	100	9
O=c1ccc(S(=O)(=O)N2CCC(Cc3ccccc3)CC2)c[nH]1
  7	-0.1	99	.	97	97	0	104	101	100	4
O=C(Nc1ccccc1Cl)c1cccc(COc2cc(Cl)ccc2Cl)c1
  13	0.5	99	.	104	101	5	103	102	104	20
CCN=C1SC(CC(=O)NC(C)C)C(=O)N1CC (stereo not drawn)
  8	0.6	97	.	99	100	1	102	101	102	38
Cc1cc(C(=O)N/N=C/C=C/c2ccccc2[N+](=O)[O-])c(C)o1
  8	0.8	94	4	88	94	2	96	93	93	16
CN1CCN(C(=O)c2cccc(COc3cc(Cl)ccc3Cl)c2)CC1
  .	0.2	97	.	97	102	2	102	100	100	19
COC(=O)c1cccc(NC(=O)CSc2nnnn2C)c1
  13	0.5	100	14	98	104	1	101	104	104	29
C/C(=N\NC(=O)c1csc(C)c1C)c1ccc(C)s1
  6	-0.8	97	12	100	99	9	105	102	99	9
O=C(CCl)Nc1ccc(Oc2cnc3ccccc3n2)cc1
  7	0.5	100	-12	101	101	4	102	103	101	27
CN(Cc1cccs1)C(=O)COc1cccc(-n2cnnn2)c1
  10	0.6	99	-11	101	102	6	108	103	102	16
O=C(c1ccccc1)c1nnc(-c2ccncc2)o1
  36	0.4	?	.	?	?	2	?	?	?	16
Cc1nc(NC(=O)Nc2ccc(Cl)cc2)sc1C
  8	-0.2	98	8	97	100	7	101	98	99	13
COc1ccc(/C=C/C2=NC(=C\N(C)C)/C(=O)O2)cc1
  34	0.2	99	.	100	101	2	100	99	100	15
O=C(NC1CCCCC1)C1CCN(c2nccs2)CC1
  7	0.3	98	.	104	104	2	106	99	104	25
O=C1COc2ccc(C(=O)COC(=O)C3CC(O)CN3S(=O)(=O)c3ccc(Cl)cc3)cc2N1 (stereo not drawn)
  10	0.3	92	-6	104	97	4	95	94	96	13
O=C(Nc1cccc(C(F)(F)F)c1)c1ccc2nc(N3C(=O)CCC3=O)sc2c1
  14	0.1	98	-37	100	102	0	95	101	99	28
CCCCn1c(=O)c(CCC(=O)OCC(=O)NC(C)c2ccccc2)nc2ccccc21 (stereo not drawn)
  9	1.8	94	8	91	93	4	94	92	92	19
CCC(=O)Nc1cccc(C(=O)/C=C/c2ccc(F)cc2)c1
  10	1.3	95	-3	103	96	18	94	93	93	14
CCOC(=O)c1sc2nc(CC(=O)OC)nc(N3CCN(c4ccccn4)CC3)c2c1C
  11	6.3	?	-7	?	?	14	?	?	?	56
O=C(NNC(=O)C1C2CCC(C2)C1C(=O)O)c1ccc(Br)o1 (stereo not drawn)
  16	0.1	102	.	101	103	2	104	103	104	14
COc1ccc(CCNC(=O)CSc2nc(N)c3c(C)c(C)oc3n2)cc1OC
  13	0.7	99	.	100	103	22	108	101	102	33
CCOC(=O)c1c(NC(=O)c2nn(CC)cc2Br)c(C#N)cn1-c1ccccc1
  15	2.4	95	13	106	105	9	102	98	102	6
COc1ccc2nc(NC3=NC(c4ccccc4)CC(=O)N3)nc(C)c2c1 (stereo not drawn)
  14	0.0	98	-2	101	96	0	101	100	97	8
CN(NS(C)(=O)=O)c1ncc(C(F)(F)F)cc1Cl
  12	-0.1	96	-3	97	96	-1	100	100	97	10
Cc1ccc(C(=O)CSc2nnc(-c3ccco3)n2C)cc1
  11	-0.1	96	.	98	99	0	101	96	97	23
Cc1ccc(C2=NN(C(=O)COc3ncnc4ccccc34)C(c3ccco3)C2)cc1 (stereo not drawn)
  9	1.0	94	29	94	93	-1	100	96	94	17
COc1ccc2[nH]c(=O)c(CN(C(=O)c3ccncc3)C(C)(C)C)cc2c1
  11	0.3	95	.	98	99	0	100	97	100	7
Cc1cc(C)n2nc(-c3sccc3-n3c(C)ccc3C)cc2n1
  11	1.3	100	-1	102	100	18	107	100	102	36
O=C(CC1CS(=O)(=O)CC1CC(=O)Nc1ccc2c(c1)OCCO2)Nc1ccc2c(c1)OCCO2 (stereo not drawn)
  10	-0.2	96	10	107	98	-1	100	97	100	24

(further entries)
Screens in order: Avidin bead fluor	ABCB1 block	Rac1 mut GTP	Pf gametocyte	Rab7 wt GTP bind	Rab2A wt mod	ABCG2 inh	Rac1 wt modul	Cdc42 wt	HRas wt GTP bind	GSH fluor
CCCC(=O)C1=C(O)C(C(=O)OC)C(C)(C)CC1=Nc1ccc(N)cc1 (stereo not drawn)
  13	-0.4	100	-19	105	105	17	106	105	104	36
Nc1ccccc1Nc1cc(-c2ccccc2)nn1-c1cccc(Cl)c1
  14	3.2	100	-4	101	102	25	103	102	103	17
CC(C)(C)C(=O)Cn1c(=O)n(-c2ccc(F)cc2F)c(=O)c2sccc21
  14	-1.2	95	6	97	96	2	98	100	95	14
COCCN(C(=S)Nc1cccc(C)c1C)C(C)c1ccco1 (stereo not drawn)
  9	0.0	92	1	106	98	3	92	95	93	16
COc1ccccc1Nc1nc(N)nc(CSc2nncn2C)n1
  6	-2.6	98	.	102	101	-3	102	100	99	27
O=C(c1ccccc1)c1cccc(NC(=O)c2ccco2)c1
  7	1.9	101	.	100	103	10	102	104	103	72
CC(C)[C@H](NC(=O)c1ccccc1)C(=O)OCc1nc2scc(-c3ccccc3)c2c(=O)[nH]1
  5	-0.1	95	10	97	92	-3	93	90	95	8
O=C(/C=C/c1ccccc1)NC1CCSC1=O (stereo not drawn)
  18	1.0	100	-6	101	100	3	103	101	103	17
CC1(CCc2ccccc2)NC(=O)N(CC(=O)Nc2ccc(S(N)(=O)=O)cc2)C1=O (stereo not drawn)
  9	-0.4	99	-16	110	101	-3	100	100	102	15
CS(=O)(=O)Nn1cnc2ccccc2c1=O
  29	0.3	101	5	101	100	-9	107	104	98	24
COc1ccc2nc(C)cc(N3CCOCC3)c2c1
  3	1.1	96	.	99	100	9	97	96	97	35

Assay outcomes deposited in PubChem by several laboratories.
